# Assay outcomes from PubChem BioAssay.
# PI5P4Ka inh = qHTS for Inhibitors of phosphatidylinositol 5-phosphate 4-kinase (PI5P4K); Phosphatidylinositol 5-phosphate 4-kinase type-2 alpha (Homo sapiens), P48426; PI5P4Kalpha enzyme, ADP-Glo luminescence, 60 min; active compounds read low; max response, %; 330,000 tested, 1.2% active; AID 652105, 2013; active means max response of -50% or lower; inconclusive means between -30% and -50%; inactive means -30% or higher; further: value at the top dose of about 77 µM; on the % scale 0 is the no-effect control and ±100 the full control effect
#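 Controls without substrate or without enzyme flank wells where PI5P4Kalpha converts substrate using 5 microM ATP (final). Incubation lasts 60 minutes at room temperature; ADP formed is read by ADP-Glo luminescence.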
# EPAC1 agonist = qHTS for Agonist of cAMP-regulated guanine nucleotide exchange factor 3 (EPAC1): primary screen; Rap guanine nucleotide exchange factor 3 (Homo sapiens), O95398; EPAC1 agonist qHTS, biochemical assay; response scale: 100% = response to 6.5 mM cAMP; Potency, µM (doses to about 154 µM), for inactives: at the top dose activation, hits mostly activators; 360,000 tested, 0.073% active; AID 720707, 2013; further: potency means the concentration at half of the fitted maximal effect; nearly all actives have a fitted effect of over 60% in size
#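 Read-out is the fluorescence drop as BODIPY-GDP leaves Rap1B (480 nm excitation, 540 nm emission), recorded every 5 minutes over 30 minutes. Reactions held 100 nM EPAC1, 250 nM Rap1B–BODIPY-GDP and 50 uM GDP, with 6.5 mM cAMP setting full activation.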
# EPAC1 antag = qHTS for Antagonist of cAMP-regulated guanine nucleotide exchange factor 3 (EPAC1): primary screen. 360,000 tested, 0.14% active. EPAC1 GEF assay, Rap1b-BODIPY-GDP exchange fluorescence. Potency, µM (top dose mostly 115 µM), inactives show at the highest dose activity change, negative = inhibition, actives largely listed as inhibitors. AID 720709, 2013. Rap guanine nucleotide exchange factor 3 (Homo sapiens), O95398;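 further: potency means the concentration at half of the fitted maximal effect; plate controls were vehicle for no effect and positive control for full effect; nearly all actives have a fitted effect of over 50% in size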
# GLP1R inv ag = qHTS of GLP-1 Receptor Inverse Agonists (Inhibition Mode). HEK293 GLP-1R CRE-luciferase, luminescence, 24 h; GLP-1R form is constitutively active. 410,000 tested, 1.6% active. Potency, µM (highest dose often 38.3 µM), for inactives: at the top dose activity change, negative = inhibition, actives largely listed as inhibitors. AID 624417, 2012. Glucagon-like peptide 1 receptor (Homo sapiens), P43220; further: potency means the concentration at half of the fitted maximal effect; on the % scale 0 is the no-effect control and ±100 the full control effect; nearly all actives have a fitted effect of over 55% in size
# Target sequence (P43220 whole entry, looked up): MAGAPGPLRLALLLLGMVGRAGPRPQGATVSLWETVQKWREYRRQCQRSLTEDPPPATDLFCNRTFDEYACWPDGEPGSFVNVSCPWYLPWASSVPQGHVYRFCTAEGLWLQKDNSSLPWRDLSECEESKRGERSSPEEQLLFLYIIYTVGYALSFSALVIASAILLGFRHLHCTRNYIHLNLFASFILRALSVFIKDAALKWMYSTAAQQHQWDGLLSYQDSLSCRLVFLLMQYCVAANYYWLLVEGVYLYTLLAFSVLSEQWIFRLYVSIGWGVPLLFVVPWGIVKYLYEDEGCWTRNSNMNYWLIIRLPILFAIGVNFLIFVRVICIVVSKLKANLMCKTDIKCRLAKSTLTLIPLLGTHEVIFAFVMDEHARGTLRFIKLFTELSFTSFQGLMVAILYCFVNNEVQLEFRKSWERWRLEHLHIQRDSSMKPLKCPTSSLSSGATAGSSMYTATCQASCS
#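 HEK293 cells stably co-expressing a cAMP-responsive luciferase reporter and constitutively active GLP-1R were seeded, incubated 12 h, then exposed to compounds for 24 h at 37 C. Luminescence was read 12 min after detection reagent; inverse agonists lower signal.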
# PLK1 PBD block = qHTS for Inhibitors of PLK1-PDB (polo-like kinase 1 - polo-box domain): Primary Screen. Potency, µM, without a hit: max response, negative = inhibition, most hits filed as inhibitors. AID 720504, 2013. Plk1 PBD binding of FITC phosphopeptide, fluorescence polarization. Serine/threonine-protein kinase PLK1 (Homo sapiens), P53350. 360,000 tested, 2.8% active; further: potency means the concentration at half of the fitted maximal effect; series mostly up to about 57 µM; on the % scale 0 is the no-effect control and ±100 the full control effect; nearly all actives have a fitted effect of over 65% in size
# PTHR1 agonist = qHTS for PTHR1 Agonists: Primary Screen; HEK293 GP2 PTHR1 cells, GloSensor cAMP luminescence, 1 h; 410,000 tested, 0.075% active; AID 743266, 2014; Potency, µM (highest dose often 115 µM), for inactives: at the top dose activation, hits mostly activators; further: potency means the concentration at half of the fitted maximal effect; nearly all actives have a fitted effect of over 55% in size; some results filed as inactive show a strong effect at the top dose; inactives centre near -15; many of its hits are not listed in these tables
# Target sequence (Q03431 whole entry, looked up): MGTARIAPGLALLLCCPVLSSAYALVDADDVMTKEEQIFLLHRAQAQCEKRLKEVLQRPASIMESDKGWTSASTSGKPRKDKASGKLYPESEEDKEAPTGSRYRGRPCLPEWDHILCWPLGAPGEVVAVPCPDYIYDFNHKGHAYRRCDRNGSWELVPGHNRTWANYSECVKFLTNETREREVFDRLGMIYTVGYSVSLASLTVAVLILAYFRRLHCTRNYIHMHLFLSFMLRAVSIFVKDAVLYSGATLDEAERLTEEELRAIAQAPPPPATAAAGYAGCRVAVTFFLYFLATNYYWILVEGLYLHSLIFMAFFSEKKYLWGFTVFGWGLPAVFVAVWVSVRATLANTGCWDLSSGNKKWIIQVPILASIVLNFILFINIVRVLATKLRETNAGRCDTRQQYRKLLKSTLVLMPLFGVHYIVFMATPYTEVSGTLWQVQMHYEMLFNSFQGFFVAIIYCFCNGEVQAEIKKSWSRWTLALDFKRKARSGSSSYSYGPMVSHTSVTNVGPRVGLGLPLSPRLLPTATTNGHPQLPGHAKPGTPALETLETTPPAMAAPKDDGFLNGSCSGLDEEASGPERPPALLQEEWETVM
#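 HEK-293-derived GP2 cells expressing PTHR1 and a GloSensor cAMP reporter, 3,000/well, plated overnight, given luciferin plus IBMX (each 0.5 mM as added) for 1 h at 37 °C, then compound for 1 h at 37 °C. Luminescence was read after 15 min at room temperature.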
# GLP1R ag = qHTS of GLP-1 Receptor Agonists | 380,000 tested, 0.007% active | Potency, µM (titrated, usually from 45.6 µM), for the others: at the highest dose activation, usual class: activators | HEK293 GLP-1R CRE-luciferase, luminescence, 4-6 h; cells express a hypersensitive GLP-1R form; further: potency means the concentration at half of the fitted maximal effect; % of control where 0% means no effect
# IL2 activator = qHTS of IL-2 Activators; 360,000 tested, 0.065% active; activation, % (series mostly up to about 46 µM); IL-2 activation reporter assay, cell-based qHTS; stimulated with anti-CD3/CD4/CD28 beads; in transgenic mouse T cells; in the data active means activation above about 50%; inconclusive means mostly about 30% to 49%; further: 0% is about no effect
#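 Using fluorescent plate cytometry, EGFP and DsRed are detected in transgenic mouse T cells stimulated 18 h at 37 degrees C with antibody-coated beads after 60 min compound pretreatment.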
# GLP1R cytotox = qHTS of GLP-1 Receptor Inverse Agonists: Cytotox Screen; HEK293 cAMP-luciferase reporter cells, luminescence, 24 h; Potency, µM (highest dose often 38.3 µM), for inactives: at the top dose activity change, negative = inhibition, actives largely listed as inhibitors; 410,000 tested, 0.13% active;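 further: loss of luciferase light is scored as toxicity; potency means the concentration at half of the fitted maximal effect; on the % scale 0 is the no-effect control and ±100 the full control effect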
#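 Luminescence readout: signal drop marks cytotoxicity. Plated cells grew 12 h at 37 °C, 5% CO2, received 23 nL compound for 24 h, then got luciferase reagent, read after 12 min at RT.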
# Active calls of the source: *; i = inactive; ? = inconclusive; · = not tested or not shown; [ ] = dose if it differs, or a comment. Unless noted, the call rests on the fitted dose curve; in most records, active means well fitted curve in the direction sought with a large enough effect; inconclusive means small, poorly fitted or top-dose-only effect, or another doubt; inactive means no such curve, though single readings can be large; an effect the other way counts as inactive or inconclusive. A portion of the library (hit frequency here may not be typical).
Molecule | PI5P4Ka inh | EPAC1 agonist | EPAC1 antag | GLP1R inv ag | PLK1 PBD block | PTHR1 agonist | GLP1R ag | IL2 activator | GLP1R cytotox
Cc1ccc(/C=C2\C(=O)NC(=O)N(CC3CCCO3)C2=O)s1 (stereo not given) | ? | 2% | -2% | 3% | 4.7µM* | i | 6% | -3.0 | 1%
OC12ONC(c3ccccn3)C1N1CCC2CC1 (stereo not given) | 4 | 1% | -12% | 135%[activator] | -10% | -6% | 14% | -0.9 | ?
Cc1ccc(S(=O)(=O)Cc2ccc(C(=O)N3CCC4(CC3)OCCO4)o2)cc1 | -5 | 7% | 7% | 0% | -17% | i | -5% | -1.0 | 0%
CCCC1COC(Cn2cncn2)(c2ccc(Cl)cc2Cl)O1 (stereo not given) | 5 | 4% | -1% | ? | -13% | i | 4% | -2.9 | -3%
O=C(/C=C\c1ccco1)Nc1cc([N+](=O)[O-])ccc1F | -6 | 6% | -3% | ? | -8% | 19% | 5% | 0.7 | ?
CCCOP(=O)(c1ccccc1)c1ccccc1 | 4 | -2% | -20% | ? | -7% | i | 0% | -1.9 | ?
C[C@@H]1CN([C@H](C)CO)C(=O)CCCn2nncc2CO[C@H]1CN(C)C(=O)Oc1ccc2ccccc2c1 | -1 | -8% | -4% | 14% | 6% | -39% | -5% | -3.3 | -14%
COc1ccc(C(=O)OC2CC[C@@]3(C)C4CCC5[C@]6(O)CC(O)[C@@]7(O)C(CN8CC(C)CCC8[C@@]7(C)O)[C@]6(O)C[C@@]53O[C@]24O)cc1OC (stereo not given in full) | 1 | -1% | 10% | 59%[activator] | 6% | 3% | 30% | -0.5 | -14%
CN1C2c3ccccc3C3C4c5ccccc5C(C31)C(C2[N+](=O)[O-])N4C (stereo not given) | 0 | -5% | -4% | -26% | 1% | i | 1% | -2.3 | 4%
CCN1C(=O)C(=Cc2ccc(N3CCOCC3)o2)C(=O)N(CC)C1=S | 1 | -7% | -4% | 1% | 55%[activator] | i | 3% | 3.4 | -1%
COC(=O)C1=C(c2cccc(OC)c2OC)C[C@@H]2CC[C@H]1N2C(=O)NCc1cccc2ccccc12 | 3 | 6% | -17% | ? | 5% | i | 5% | -0.7 | -19%
c1cc(CNCCc2ccc3c(c2)OCO3)ccn1 | 0 | 0% | ? | -10% | -14% | -12% | -8% | -0.2 | 1%
CCOC(=O)N(CC)c1ccc(C(O)(C(=O)OCC)C(F)(F)F)cc1 (stereo not given) | 3 | -10% | 10% | ? | -11% | -13%[57.5 µM] | 4% | 0.5 | 6%
Cc1nnc2ccc(-c3cccc(C(F)(F)F)c3)nn12 | 1 | -16% | -7% | 14% | -5% | -9% | 10% | 0.0 | -6%
CC(=O)Nc1cccc(C(=O)/C=C/c2ccc(C)cc2)c1 | -4 | 10% | -5% | ? | -20% | -37%[inhibitor] | -12% | -0.8 | ?
COC(=O)C1=C(c2ccc(OCc3ccccc3)cc2)C[C@@H]2CC[C@H]1N2C(=O)NCc1ccc(F)cc1 | -3 | 3% | 2% | ? | -17% | -33%[inhibitor] | -5% | -4.3 | 5%
Cc1ccc(N2C(=O)CC(=O)NC2=O)cc1Cl | -10 | -2% | 9% | -12% | -10% | -5% | 9% | -1.9 | -11%
Cc1ccc(-n2cc(CNC(C)Cc3cnccn3)c(-c3cccc(C)c3)n2)cc1 (stereo not given) | -1 | -12% | 1% | -25%[7.66 µM] | 7% | -25% | -3% | -0.6 | -14%[7.66 µM]
O=[N+]([O-])c1ccc(C[n+]2c(-c3ccccc3)cc(-c3ccccc3)cc2-c2ccccc2)cc1 | 0 | 0% | -3% | ? | -15% | -71%[inhibitor] | -1% | -1.2 | -2%
CCOc1ccc(NC(=O)c2c(C)nn(Cc3ccccc3)c2Cl)cc1 | 0 | -17% | -7% | 11% | -5% | -5% | -5% | -0.4 | -7%
COC(=O)C1=C(c2cccc(OC)c2OC)C[C@@H]2CC[C@H]1N2C(=O)NCCCOC(C)C | 6 | 9% | -6% | 15% | -1% | -14% | 2% | 0.1 | 0%
CCC(NC(=O)OC(C)(C)C)C(=O)Oc1cc(C)cc2oc(=O)c3c(c12)CCC3 (stereo not given) | 3 | -3% | 5% | -5% | -1% | i | -6% | 0.0 | -21%
O=P1(NCCCn2cc[n+](Cc3nc4ccccc4[nH]3)c2)C=C(c2ccccc2)OC(c2ccccc2)=C1 | 17 | 6% | -1% | 17% | -16% | i | 5% | -2.8 | -4%
CCOc1ccc2nc(NC(=O)c3cccn(Cc4ccc(Cl)cc4)c3=O)sc2c1 | · | · | · | 4% | · | -25% | -1% | · | -1%
COc1ccc2c(c1OC)CN1CCc3cc4c(cc3[C@H]1C2)OCO4 | 7 | 6% | -1% | 18% | 2% | -28% | 4% | -0.6 | -1%

# 5 compounds picked at random from those above:
Molecule | PI5P4Ka inh | EPAC1 agonist | EPAC1 antag | GLP1R inv ag | PLK1 PBD block | PTHR1 agonist | GLP1R ag | IL2 activator | GLP1R cytotox
Cc1ccc(N2C(=O)CC(=O)NC2=O)cc1Cl | -10 | -2% | 9% | -12% | -10% | -5% | 9% | -1.9 | -11%
COC(=O)C1=C(c2cccc(OC)c2OC)C[C@@H]2CC[C@H]1N2C(=O)NCc1cccc2ccccc12 | 3 | 6% | -17% | ? | 5% | i | 5% | -0.7 | -19%
C[C@@H]1CN([C@H](C)CO)C(=O)CCCn2nncc2CO[C@H]1CN(C)C(=O)Oc1ccc2ccccc2c1 | -1 | -8% | -4% | 14% | 6% | -39% | -5% | -3.3 | -14%
COc1ccc(C(=O)OC2CC[C@@]3(C)C4CCC5[C@]6(O)CC(O)[C@@]7(O)C(CN8CC(C)CCC8[C@@]7(C)O)[C@]6(O)C[C@@]53O[C@]24O)cc1OC (stereo not given in full) | 1 | -1% | 10% | 59%[activator] | 6% | 3% | 30% | -0.5 | -14%
O=P1(NCCCn2cc[n+](Cc3nc4ccccc4[nH]3)c2)C=C(c2ccccc2)OC(c2ccccc2)=C1 | 17 | 6% | -1% | 17% | -16% | i | 5% | -2.8 | -4%

# Next results follow.
Molecule | PI5P4Ka inh | EPAC1 agonist | EPAC1 antag | GLP1R inv ag | PLK1 PBD block | PTHR1 agonist | GLP1R ag | IL2 activator | GLP1R cytotox
CCN1CCN(C(=O)COc2ccc3c(c2)C(=O)CC2(CCN(C(C)=O)CC2)O3)CC1 | 10 | 3% | 5% | 3% | -6% | -12% | 1% | 1.0 | 26%
c1ccc(OCC2CO2)cc1 (stereo not given) | 6 | -7% | 1% | 6% | -7% | -25% | 9% | 0.1 | 1%
O=c1c2ccccc2nc(Cc2ccccc2)n1-c1ccccc1 | 1 | 8% | -1% | ? | 4% | -19% | 12% | 1.9 | -10%
Cc1ccc(N)cc1Cl | 8 | 9% | -25% | 5% | -1% | i | 11% | 0.4 | 3%
c1ccc(Nc2ccc(Nc3ccccc3)cc2)cc1 | -26 | 6% | -7% | ? | -16% | -50%[inhibitor] | 4% | 0.3 | -9%
c1cc(C2N3CCCN2CC3)ccn1 (stereo not given) | 5 | · | -21% | 14% | -6% | i | 9% | 0.8 | 35%[activator]
CCC1CCCCN1CC(=O)c1ccc(OC(F)F)cc1 (stereo not given) | -4 | -4% | 2% | 21% | 3% | -14% | 0% | -0.1 | -5%
O=c1[nH]c(CN2CCNCC2)nc2ccccc12 | 1 | 0% | 17% | -1% | -3% | 2%[57.5 µM] | 2% | 0.6 | -5%
CCOC(=O)c1c(-n2c(C)cc(C=C3C(=O)NC(=O)NC3=O)c2C)sc2c1CCCC2 | -16 | 1% | -2% | -5% | ? | -22% | -7% | -1.0 | 6%
Cc1ccc(C(=O)CC(=O)c2cccc(F)c2)c(O)c1 | 7 | 20% | 2% | ? | -9% | -4%[57.5 µM] | 0% | -0.4 | 26%
Cc1cc(C(=O)OCC(=O)Nc2ccccc2F)c(C)n1C1CC1 | 4 | -9% | -2% | -17% | -3% | -38%[inhibitor] | 1% | -0.5 | 7%
CCC1CCCCN1P(=O)(c1ccc(C)o1)C(C)(C)C (stereo not given) | · | -8% | 17% | 2% | -6% | i | 4% | -0.2 | 2%
CC(CCN1CC1)=NNC(=O)Nc1cccc2ccccc12 | 3 | -8% | -1% | 7% | -2% | -12% | 4% | 0.0 | -11%
CCC(=NCCCN(CC)CC)c1c(O)n(-c2ccccc2)c(=O)[nH]c1=O | · | -2% | 12% | 4% | 2% | 6% | 4% | -1.4 | 2%
CCC1(O)C(=O)OCc2c1cc1n(c2=O)Cc2cc3cc(O)ccc3nc2-1 (stereo not given) | ? | -24% | 0% | -96% | 12µM* | 29% | -17% | -0.2 | 186%[activator]
CN1CCN(C(=O)COc2ccc(S(=O)(=O)NC3CCCCC3)cc2Cl)CC1 | -1 | 6% | -2% | -10% | -9% | -2% | 3% | 1.1 | 0%
c1ccc(CNC2CCCCCCC2)cc1 (tested in a mixture with another compound) | 20 | -8% | -2% | -26% | -8% | 2% | 13% | -1.7 | 67%[activator]
Cc1ccc([C@H]2C[C@H](n3cc(C4CC4)nn3)[C@@H](O)CN2Cc2cccs2)cc1 | -2 | -7% | -12% | ? | 3% | -72%[inhibitor] | 1% | -2.2 | -7%
CC(=O)O/C(=C1\CC2C3CC=C4CC(OC(C)=O)CCC4(C)C3CCC2(C)C1=O)C(F)(F)F (stereo not given) | 27 | 8% | -1% | -22% | -4% | i | -16% | -5.2 | ?
CCOc1ccc(-c2cc(C)[n+](CCO)c(-c3ccc(OCC)cc3)c2)cc1 | 1 | 0% | -10% | -24% | 4% | -22% | -3% | -1.3 | -16%
